miR-122 sensor: blocks miR-122 activity in Huh7 sensor cells | Huh7 miR-122 Renilla luciferase sensor, 48 h; neutral wells = 0, positive control = 100 | activation (reporter increase), % at 12.5 µM | 0.3% of 340,000 active;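 active means mean replicate activation score at least 90 and every replicate individually at or above 90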;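 further: higher luciferase means less miR-122 activity so hits act as miR-122 inhibitors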
* hit, by the source's call. Some of the compounds tested; count on the stated rates, not on these rows.

| SMILES | miR-122 sensor |
| --- | --- |
| COc1ccc(CN(C(=O)CNC(=O)c2ccco2)C(C(=O)NC2CCCC2)c2ccco2)cc1 (configuration not stated) | -5 |
| COC(=O)Nc1ccc(OCC(=O)N2CCOCC2)cc1 | -5 |
| O=C(OCn1nnc2ccccc2c1=O)c1ccc2ncsc2c1 | 4 |
| O=C(NC(CO)c1ccccc1)c1ccco1 (configuration not stated) | -9 |
| O=c1[nH]c2ccc(NC(=S)Nc3ccc(Cl)cc3)cc2[nH]1 | 1 |
| O=C(CCN1C(=O)c2ccccc2S1(=O)=O)NCc1ccco1 | 1 |
| COC(=O)CSc1c(-c2ccccc2)c2cc(Cl)ccc2[nH]c1=O | 0 |
| CC(=O)Nc1ccc(C(=O)OC2CCOC2=O)cc1 (configuration not stated) | 0 |
| CC(=O)Nc1ccc(OC/C=C(\C)Cl)cc1 | -8 |
| Cc1ccc2nc(-c3ccc(NC(=O)CN(c4ccccc4C)S(C)(=O)=O)cc3)sc2c1 | -1 |
| Cc1nc(NCCN2CCOCC2)c2nnn(Cc3c(F)cccc3Cl)c2n1 | -2 |
| CCOC(=O)C1=C(C)n2c(s/c(=C3\C(=O)Nc4ccccc43)c2=O)=NC1c1ccc(OC)cc1 (configuration not stated) | 3 |
| O=C1CC(N2CCN(c3ccc(F)cc3)CC2)C(=O)N1Cc1ccc(N2CCCC2=O)cc1 (configuration not stated) | -6 |
| CN1C(=O)C(CC(=O)N2CCN(C(c3ccccc3)c3ccccc3)CC2)N(C)C1=O (configuration not stated) | -7 |
| COc1cccc(Nc2nc(C)cc(C)c2C#N)c1 | 26 |
| COC(=O)c1cc2nc(-c3ccccc3)cc(C)n2n1 | -5 |
| C1=C(CCNC2=NCCCCC2)CCCC1 | -8 |
| CCOC(=O)C1CCCN(CC(O)COc2ccccc2C(C)=O)C1 (configuration not stated) | -8 |
| COc1ccc(N2C(=O)CSC2c2ccncc2)cc1 (configuration not stated) | 0 |
| CCOC(=O)CSC1=C(C#N)C(c2sccc2C)CC(=O)N1 (configuration not stated) | 4 |
| CC(Sc1nc(NCc2ccccc2)nc(N2CCOCC2)n1)C(=O)Nc1ccccc1 (configuration not stated) | 3 |
| CCCC(=O)Nc1ccc(Cl)c(NC(=O)c2cccnc2Cl)c1 | 0 |
| CCOC(=O)C1C(=O)OC2(CCOC(C)(C)C2)C1C(=O)OCC (configuration not stated) | -5 |
| O=c1cc(CNCCCO)c2ccccc2[nH]1 | -5 |
| O=S(=O)(Nc1ccc(S(=O)(=O)Nc2ccccc2)cc1)c1ccccc1 | 5 |
| Cc1ccccc1OCCN1C(=O)NC2(CCCc3ccccc32)C1=O (configuration not stated) | -4 |
| Cc1nc2c(C)cccn2c1/C(O)=C1\C(=O)C(=O)N(CCN2CCOCC2)C1c1cccs1 (configuration not stated) | -3 |
| COc1ccc(C(C)=O)cc1CSc1nc2ccccc2c(=O)n1-c1cccc(C)c1 | -2 |
| Cc1cc2oc(=O)cc(CN3CCCCC3C)c2c(C)c1Cl (configuration not stated) | -5 |
| COc1ccc2[nH]cc(C3N4CC5(C)CN3CC(C)(C4)C5=O)c2c1 (configuration not stated) | -2 |
| S=C(c1ccc(N2CCOCC2)cc1)N1CCOCC1 | -7 |
| CCCCCCNC(=O)CC(NS(=O)(=O)c1ccc(NC(C)=O)cc1)C(C)C (configuration not stated) | 6 |
| COc1cccc(/C(C)=N/Nc2ncc(Cl)cc2Cl)c1 | 1 |
| COc1cccc(-n2c(C)nn(C)c2=O)c1 | 2 |
| COc1ccccc1C1CN=NC12CCCc1ccccc1C2=O (configuration not stated) | 10 |
| COc1ccc(OC)c(S(=O)(=O)n2cccn2)c1 | -1 |
| CNc1nc2ccccc2n1/N=C/c1cccc(OC)c1OC | -5 |
| C=CCn1c(SCC(=O)OCc2ccccc2)nc2c1c(=O)n(C)c(=O)n2C | -2 |
| Cc1ccc2c(c1Br)/C(=N/N1C(=O)c3ccccc3C1=O)C(=O)N2 | -2 |
| COc1ccc(C2=NN(C(C#N)c3ccc(OC)c(OC)c3)C(c3ccccc3)C2)cc1 (configuration not stated) | 19 |
| COc1ccc(N2C(=O)CC(NCc3cccs3)C2=O)cc1 (configuration not stated) | 1 |
| CCCCc1nc(N2CCOCC2)c(C#N)c2c1COC(C)(C)C2 | -1 |
| Cc1nnc(N/N=C/c2cccc(OCc3ccc(Cl)c(Cl)c3)c2)n1N | 1 |
| CC1=NN(C(=O)c2ccc(Cn3nc(C)c([N+](=O)[O-])c3C)cc2)C(O)(C(F)(F)F)C1 (configuration not stated) | -2 |
| CCN(CC)S(=O)(=O)N1CCC(C(=O)NC(C)CCc2ccccc2)CC1 (configuration not stated) | 3 |
| COc1ccc(OC)c(NC(=O)COC(=O)c2ccc(-n3cnnn3)cc2)c1 | 0 |
| C=CCOc1c(Br)cc(/C=N/NC(=O)Cc2ccc(C(F)(F)F)cc2[N+](=O)[O-])cc1OC | -2 |
| COC(=O)c1ccc(Oc2c(Cl)cccc2[N+](=O)[O-])cc1 | -3 |
| Cc1ccc(OCCn2c(CCCO)nc3ccccc32)cc1 | -3 |
| CC(=O)N1CCc2cc(S(=O)(=O)NC(CC(C)C)C(=O)Nc3ccc4c(c3)OCCO4)ccc21 (configuration not stated) | 3 |

Following part:
| SMILES | miR-122 sensor |
| --- | --- |
| Cc1ccc(OCCNC(=O)Cn2cnc3c(=O)n(C)c(=O)n(C)c32)cc1C | -6 |
| CC(C)CNC(=O)c1cccc(NC(=O)Cc2ccc(Br)cc2)c1 | 23 |
| CCC(=O)N1CCc2cc(S(=O)(=O)CCC(=O)Nc3cccc(F)c3)ccc21 | -3 |
| COC(=O)COc1ccc(-c2nn(C)c(=O)c3ccccc23)cc1 | 8 |
| O=C(c1ccc(CS(=O)(=O)Cc2ccc(Cl)cc2)o1)N1CCCC1 | -1 |
| O=C(C[n+]1cccc2ccccc21)c1ccccc1 | 2 |
| CCOc1ccccc1OCc1nn2c(COc3ccccc3)nnc2s1 | 5 |
| c1ccc2c(c1)CCN2CCN1CCc2ccccc21 | 1 |
| NC(=O)C1CCN(C(c2ccccc2Cl)c2nnnn2Cc2ccc3c(c2)OCO3)CC1 (configuration not stated) | 2 |
| CCn1c(CSc2nc3ccccc3s2)nnc1SCC(=O)c1ccc2c(c1)OCCO2 | 6 |
| FC(F)Oc1ccccc1C1CC(c2ccc(Br)s2)Nc2ncnn21 (configuration not stated) | -5 |
| CCC1=NN2C(=N)/C(=C\c3cccn3-c3ccc(Br)cc3)C(=O)N=C2S1 | -16 |
| O=C(NCCN1CCOCC1)[C@H](Cc1ccccc1)N1C(=O)c2ccccc2C1=O | -2 |
| CC(C)Cc1nc2sc3c(=O)[nH]cnc3c2c2c1CCC2 | 126* |
| COc1cc(/C=N/NC(=O)CNc2n[nH]c(=O)[nH]c2=O)ccc1O | 0 |
| Cc1ccc(/C(=N\O)c2oc3c(C)c4oc(=O)cc(C)c4cc3c2C)cc1 | -9 |
| Cc1nn(-c2ccccc2)c(Cl)c1/C=C(\CC(=O)O)c1nc2ccccc2s1 | -3 |
| c1ccc2c(c1)NC(CN1CCOCC1)CO2 (configuration not stated) | -3 |
| COCCn1c(SCC(=O)N2CCCc3ccccc32)nnc1-c1ccoc1C | -1 |
| Cc1cccc(-c2cc3c(nn2)-c2ccccc2C3=O)c1 | -5 |
| Cc1nc2ncnn2c(C)c1CCC(=O)O | -1 |
| CCOC(=O)CNC(=O)CSc1nc2cccnc2n1CC | 32 |
| CCCCOc1ccc(C(C)NC(=O)CCS(=O)(=O)Cc2ccc(Cl)cc2)cc1 (configuration not stated) | 1 |
| O=C(NC1CCCCCCC1)C1c2ccccc2C(=O)N1Cc1ccco1 (configuration not stated) | 7 |
| NCCc1nnc(SCc2ccccc2)o1 | -4 |
| CCC[n+]1c(C)sc2c3c(ccc21)CCCC3 | -5 |
| O=C(O)Cc1ccc2sc(-c3ccccc3)nc2c1 | -3 |
| O=C(CCS(=O)(=O)c1ccc(Cl)cc1)OCC(=O)N1CCCCC1 | -1 |
| CCOCCOC(=O)C(C)Sc1n[nH]c(=O)[nH]c1=O (configuration not stated) | 2 |
| Cc1cc(OCC(=O)c2ccc(Br)cc2)ccc1N1C(=O)CCC1=O | -7 |
| CC1(C)Cc2c(sc(NC(=O)COc3ccc(Cl)cc3)c2C#N)C(C)(C)N1 | 1 |
| CCCCCNC(=O)c1ccc2c(=O)n(CCOC)c(=O)[nH]c2c1 | 7 |
| COc1ccc(C(=O)N2CCN=C2c2ccccc2)cc1OC | -2 |
| COc1ccc(SCC(=O)c2cc(C)c(OC(=S)N(C)C)c(C)c2)cc1 | -1 |
| Cc1cc2c(=O)n(Cc3ccco3)c(SCC(=O)NCc3ccco3)nc2s1 | 5 |
| CCCCCc1c(C)nc(N2CCOCC2)[nH]c1=O | -1 |
| Cc1cc(SCCC(=O)O)nc2c(C)cccc12 | 4 |
| COc1ccc(N2C(=O)CC(N3CCC(O)(c4cccc(C(F)(F)F)c4)CC3)C2=O)cc1 (configuration not stated) | -3 |
| Cc1ccc(S(=O)(=O)NCCC(=O)NCCN2CCCCCC2)cc1 | -5 |
| COc1ccc(C2=NO[C@@H]3C(=O)N(c4ccc(C)cc4C)C(=O)[C@H]23)cc1OC | 1 |
| O=C(NC(Cc1ccccc1)C(=O)NCc1ccccn1)c1ccco1 (configuration not stated) | 0 |
| CC1(C)CC(=O)C=C(NCCN2CCN(C(=O)Nc3ccccc3)CC2)C1 | -4 |
| CCOc1ccc(NS(=O)(=O)c2ccc(N)cc2)cc1 | 14 |
| CNC(=O)C(Sc1ccccc1)c1ccccc1 (configuration not stated) | 2 |
| Cc1ccccc1C(=O)Nc1ccc(-c2nc3ccc(C(=O)c4ccccc4)cc3[nH]2)cc1 | -2 |
| COc1cc(/C=N/NC(=O)c2cnn3c(C)cc(-c4ccccc4)nc23)ccc1O | -4 |
| CC(C)(C)c1ccc(C(=O)NC(=S)NNC(=O)c2cccs2)cc1 | 8 |
| N#Cc1cn(CCCOc2ccccc2)c2ccccc12 | -7 |
| Cc1ccc(NC(=O)Cn2c(=O)n(CCCC(=O)NCc3ccco3)c(=O)c3ccccc32)cc1 | -7 |
| O=C(NCC(=O)N(Cc1cccs1)C(C(=O)NC1CCCC1)c1ccco1)c1cccs1 (configuration not stated) | -6 |

Additional compounds follow.
| SMILES | miR-122 sensor |
| --- | --- |
| CCOC(=O)/C=C1\Nc2ccccc2SC1=O | 51 |
| O=C1c2ccccc2CCC12N=NCC2c1ccc(Cl)cc1 (configuration not stated) | 21 |
| O=C(Nc1ccccc1C(=O)N1CCOCC1)c1ccc(Br)cc1 | -1 |
| N#CC1=C(N)NC(SCC(=O)Nc2ccc(Br)cc2)=C(C#N)C12CCCCC2 | 7 |
| O=C(NCCN1CCCCC1)Nc1ccccc1 | -7 |
| Fc1ccc(Cn2nnc(-c3ccc(CN4CCOCC4)cc3)n2)cc1 | -1 |
| CCCCC(=O)Nc1ccc(C(=O)OC2CCCCC2)cc1 | -13 |
| O=C(NNC(=O)c1sccc1-n1cccc1)c1cccc(Cl)c1 | 1 |
| O=C(c1cccs1)N1CCC(N2CCN(c3ccccc3)CC2)CC1 | -3 |
| CCCc1nnc(SCC(=O)Nc2ccc(OC)cc2)n1N | -1 |
| Cc1ccc(CC2CC(=O)N(c3ccc4c(c3)OCCO4)C2=O)cc1 (configuration not stated) | -4 |
| O=C(Nc1cccnc1)c1ccco1 | 3 |
| O=C(NCC1OCCc2ccccc21)c1ccc(NC(=O)c2ccc(Cl)cc2)cc1 (configuration not stated) | -5 |
| CCc1nc(N2CCCC2)c(C#N)c2c1CCCC2 | -2 |
| COc1ccc(NC(=O)COc2ccc(CNCCCN3CCOCC3)cc2OC)cc1 | 1 |
| C=CCn1cnc2scc(-c3ccc(CC)cc3)c2c1=O | -2 |
| Cc1ccn2cc(C(=O)Nc3ccc4c(c3)OCCO4)nc2c1 | -2 |
| O=C(NC(NC(=S)N1CCOCC1)C(Cl)(Cl)Cl)c1ccc(Cl)cc1 (configuration not stated) | -18 |
| CCCCn1c(NC(C)=O)c(C#N)c2nc3ccccc3nc21 | -11 |
| Cc1ccc(NC(=O)Cn2nnc(C(=O)NCCc3ccccc3)c2N)c(C)c1 | -1 |

Gathered by group, those above with a CF3 group.
| SMILES | miR-122 sensor |
| --- | --- |
| CC1=NN(C(=O)c2ccc(Cn3nc(C)c([N+](=O)[O-])c3C)cc2)C(O)(C(F)(F)F)C1 (configuration not stated) | -2 |
| C=CCOc1c(Br)cc(/C=N/NC(=O)Cc2ccc(C(F)(F)F)cc2[N+](=O)[O-])cc1OC | -2 |
| COc1ccc(N2C(=O)CC(N3CCC(O)(c4cccc(C(F)(F)F)c4)CC3)C2=O)cc1 (configuration not stated) | -3 |

(further entries)
| SMILES | miR-122 sensor |
| --- | --- |
| O=C(Nc1ccccc1)N1CCCc2ccccc21 | 2 |
| CSc1ccccc1NC(=O)C1CC(c2ccccc2O)=NO1 (configuration not stated) | 5 |
| O=C(O)Cn1cnc2scc(-c3cccs3)c2c1=O | 11 |
| CCOCCn1c(SCC)nc2c1c(=O)[nH]c(=O)n2C | -1 |
| Cc1ccc(C)c(S(=O)(=O)NCCCn2ccnc2)c1 | 3 |
| COc1cccc(/C=C/C(=C2\C(=O)N(c3ccccc3)N=C2C)c2ccc(Br)cc2)c1OC | -2 |
| Cc1ccc(S(=O)(=O)NC2=NCN(Cc3ccccc3)CN2)cc1 | 6 |
| C=CCn1c(SCC(=O)Nc2nccs2)nnc1-c1cc2cccc(OC)c2o1 | 3 |
| CCCCNC(=O)NCC(=O)Nc1ccc(F)c(F)c1 | 7 |
| CCOc1cccc(C(=O)Nc2nccs2)c1 | 0 |

Reprinted at random: 3 records from the list, in no set order.
| SMILES | miR-122 sensor |
| --- | --- |
| Cc1ccc(C)c(S(=O)(=O)NCCCn2ccnc2)c1 | 3 |
| O=C(Nc1ccccc1)N1CCCc2ccccc21 | 2 |
| CCCCNC(=O)NCC(=O)Nc1ccc(F)c(F)c1 | 7 |

(next part)
| SMILES | miR-122 sensor |
| --- | --- |
| O=C(NCCCN1CCCC1=O)c1cc(=O)c2ccccc2o1 | -2 |
| COCCCNc1ncnc2c1cnn2-c1ccc(C)cc1C | -5 |
| COc1ccc(Cl)cc1NC(=O)CN(C)C1CCCCC1 | 1 |
| O=S(=O)(c1ccc(Br)s1)N1CCN(Cc2ccc3c(c2)OCO3)CC1 | -2 |
| Cc1ccc(C)c(-n2nnnc2Sc2nnnn2-c2ccccc2)c1 | -6 |
| O=C(O)c1nc(-c2ccccc2)n(-c2ccccc2)n1 | 10 |
| COc1ccc(C(CNC(=O)c2ccccc2C)N2CCCC2)cc1 (configuration not stated) | 5 |

Screens as filed in PubChem BioAssay.
